# Assay outcomes: PubChem BioAssay, National Center for Advancing Translational Sciences (NCATS)
# PI5P4K alpha inh = qHTS for Inhibitors of phosphatidylinositol 5-phosphate 4-kinase (PI5P4K); Phosphatidylinositol 5-phosphate 4-kinase type-2 alpha (Homo sapiens), P48426; PI5P4Kalpha enzyme, ADP-Glo luminescence, 60 min; hits give low values; max response, %; hit rate 1.2% among 330,000; AID 652105, 2013; active = max response of -50% or lower; inconclusive = between -30% and -50%; inactive = -30% or higher; also: value at the top dose of about 77 µM; % is scaled to controls: 0 for no effect and ±100 for the full control effect
#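 Enzyme plus substrate dispensed, test compounds pinned in, then ATP (5 microM final) added. After 60 min at RT, ADP-Glo reagent 1 for 45 min and reagent 2 for 30 min preceded luminescence imaging.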
# EPAC1 ag = qHTS for Agonist of cAMP-regulated guanine nucleotide exchange factor 3 (EPAC1): primary screen; Rap guanine nucleotide exchange factor 3 (Homo sapiens), O95398; Potency, µM (highest dose often 154 µM), without a hit: at the highest dose activation, actives largely listed as activators; EPAC1 agonist qHTS, biochemical assay; response scale: 100% = response to 6.5 mM cAMP; hit rate 0.073% among 360,000; AID 720707, 2013; also: potency is read from the fitted curve at half-maximal effect; nearly all actives have a fitted effect of over 60% in size
# Target sequence (O95398 whole entry, looked up): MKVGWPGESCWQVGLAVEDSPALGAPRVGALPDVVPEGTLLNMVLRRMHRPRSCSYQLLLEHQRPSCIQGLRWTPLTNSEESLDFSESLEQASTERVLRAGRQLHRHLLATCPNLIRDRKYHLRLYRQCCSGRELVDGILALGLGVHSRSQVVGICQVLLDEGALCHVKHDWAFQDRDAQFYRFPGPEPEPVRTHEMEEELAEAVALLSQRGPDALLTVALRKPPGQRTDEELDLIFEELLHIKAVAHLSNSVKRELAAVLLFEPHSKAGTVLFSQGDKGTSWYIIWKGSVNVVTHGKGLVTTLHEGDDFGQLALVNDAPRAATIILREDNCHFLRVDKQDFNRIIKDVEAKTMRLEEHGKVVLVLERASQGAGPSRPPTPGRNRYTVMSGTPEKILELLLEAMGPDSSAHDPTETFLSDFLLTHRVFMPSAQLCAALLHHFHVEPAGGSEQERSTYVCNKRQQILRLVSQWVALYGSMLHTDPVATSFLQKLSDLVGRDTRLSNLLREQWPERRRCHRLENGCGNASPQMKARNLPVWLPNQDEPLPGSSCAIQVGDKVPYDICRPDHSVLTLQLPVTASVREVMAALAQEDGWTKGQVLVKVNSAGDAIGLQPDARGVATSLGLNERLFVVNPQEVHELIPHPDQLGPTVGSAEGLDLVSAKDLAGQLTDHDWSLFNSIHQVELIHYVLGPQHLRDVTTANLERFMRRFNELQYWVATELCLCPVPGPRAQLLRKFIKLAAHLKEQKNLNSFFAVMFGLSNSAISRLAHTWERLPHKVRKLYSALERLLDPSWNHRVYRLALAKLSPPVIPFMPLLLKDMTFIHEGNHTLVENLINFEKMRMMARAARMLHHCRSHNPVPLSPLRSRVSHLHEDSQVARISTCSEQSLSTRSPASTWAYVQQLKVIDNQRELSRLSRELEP
#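 Fluorescent GDP-exchange assay: 100 nM EPAC1 with 250 nM Rap1B preloaded with BODIPY-GDP and 50 uM GDP; compounds tested as concentration series, 5 min at room temperature, then read every 5 min for 30 min (ex 480/em 540 nm); normalized to 6.5 mM cAMP.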
# EPAC1 antagonist = qHTS for Antagonist of cAMP-regulated guanine nucleotide exchange factor 3 (EPAC1): primary screen | EPAC1 GEF assay, Rap1b-BODIPY-GDP exchange fluorescence | Potency, µM (highest dose often 115 µM), for inactives: at the top dose activity change, negative = inhibition, hits mostly inhibitors | hit rate 0.14% among 360,000 | AID 720709, 2013;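 also: potency is read from the fitted curve at half-maximal effect; plate controls were vehicle for no effect and positive control for full effect; nearly all actives have a fitted effect of over 50% in size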
# PLK1 PBD block = qHTS for Inhibitors of PLK1-PDB (polo-like kinase 1 - polo-box domain): Primary Screen. Serine/threonine-protein kinase PLK1 (Homo sapiens), P53350. Plk1 PBD binding of FITC phosphopeptide, fluorescence polarization. Potency, µM, without a hit: max response, negative = inhibition, hits mostly inhibitors. hit rate 2.8% among 360,000. AID 720504, 2013; also: potency is read from the fitted curve at half-maximal effect; series mostly up to about 57 µM; % is scaled to controls: 0 for no effect and ±100 for the full control effect; nearly all actives have a fitted effect of over 65% in size
# IL-2 act = qHTS of IL-2 Activators. IL-2 activation reporter assay, cell-based qHTS; stimulated with anti-CD3/CD4/CD28 beads; in transgenic mouse T cells. activation, % (series mostly up to about 46 µM). hit rate 0.065% among 360,000. AID 652025, 2013; in the data active = activation above about 50%; inconclusive = mostly about 30% to 49%; also: 0% is about no effect
#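 Unstimulated transgenic mouse T cells preincubated 60 min with compound, then stimulated with anti-CD3/anti-CD4-coated beads plus anti-CD28 for 18 h at 37 degrees C. IL-2 response read as EGFP and DsRed fluorescence by plate cytometry.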
# WRN inhibitor = qHTS for Inhibitors of WRN Helicase; hit rate 0.46% among 360,000; Potency, µM (doses to about 114 µM), without a hit: at the highest dose activity change, negative = inhibition, usual class: inhibitors; Bifunctional 3'-5' exonuclease/ATP-dependent helicase WRN (Homo sapiens), Q14191; WRN helicase unwinding, fluorescent forked duplex, kinetic; AID 651768, 2012; also: potency is read from the fitted curve at half-maximal effect; % is scaled to controls: 0 for no effect and ±100 for the full control effect; nearly all actives have a fitted effect of over 55% in size
#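 Kinetic red-fluorescence monitoring (525/598 nm) tracks WRN helicase activity after 100 nM fluorophore-quencher forked duplex and 2 mM ATP are added to 20 nM enzyme pretreated 15 min at room temperature with compound.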
# CCT modulator = High-Throughput Screening for Modulators of Cytosolic Chaperonin Activity. hit rate 0.3% among 360,000. activity change, % (concentration not given with the values), hits read low. purified chaperonin ATPase assay, HTRF ADP detection, 30 min. AID 651819, 2012; in the data active = activity change below about -30%; also: % is scaled to controls: 0 for no effect and ±100 for the full control effect
#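 ATPase activity: ADP formed was measured by HTRF Transcreener (665/615 nm ratio) after 30 min at 37 deg C with 10 uM ATP. Compounds screened at one 76 uM concentration against 40 or 20 nM TRiC in Tris pH 7.4/KCl/MgCl2/DTT buffer.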
# EPAC2 ag = qHTS for Agonist of cAMP-regulated guanine nucleotide exchange factor 4 (EPAC2): primary screen. Rap guanine nucleotide exchange factor 4 (Homo sapiens), Q8WZA2. EPAC2 activation, biochemical qHTS; response scale: 100% = 6.5 mM cAMP response. Potency, µM (series often up to 154 µM), for the others: at the top dose activation, hits mostly activators. hit rate 0.079% among 360,000. AID 720711, 2013; also: potency is read from the fitted curve at half-maximal effect; nearly all actives have a fitted effect of over 50% in size
#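 Compounds were added across a concentration range to EPAC2 (100 nM), RAP1B-BODIPY-GDP (250 nM) and GDP (50 uM). After 5 min at room temperature, fluorescence was recorded at 5-min intervals for 30 min.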
# Starred values were filed as active, the others as inactive; ? = inconclusive; / = not tested or not shown; [ ] = remark or other dose. Unless noted, calls follow the shape of the dose curve; as a rule, active = well fitted curve in the direction sought with a large enough effect; inconclusive = small, poorly fitted or top-dose-only effect, or another doubt; inactive = no such curve, though single readings can be large; an effect the other way counts as inactive or inconclusive. A portion of the library, so the mix of outcomes need not match the whole.
item	smiles	PI5P4K alpha inh	EPAC1 ag	EPAC1 antagonist	PLK1 PBD block	IL-2 act	WRN inhibitor	CCT modulator	EPAC2 ag
1	Cc1cc(C)c[n+](-c2nc([O-])sc2C=O)c1	-6	14%	-2%	-12%	0.4	-10%	2.4	-2%
2	C/C(=C\C(=O)c1cccnc1)Nc1ccc(O)cc1	/	3%	-5%	-8%	0.7	-4%	1.0	7%
3	CCOC(=O)C1=C(C)N=C2SC(C)C(=O)N2C1/C=C/c1ccccc1OC (stereo unspecified)	0	10%	5%	-6%	-0.7	-3%	-2.2	8%
4	NS(=O)(=O)c1ccc(S(=O)(=O)N(Cc2ccccc2F)CC2CCCO2)cc1 (stereo unspecified)	/	8%	3%	-3%	-2.7	-5%[57.1 µM]	-3.6	9%
5	COc1ccc(CCNC(=O)CCSc2nc(-c3ccco3)cc(C(F)(F)F)n2)cc1OC	-1	-8%	-15%	1%	2.6	-10%[57.1 µM]	-3.7	-13%
6	CCOC(=O)C(CCc1nnc(N)s1)C(=O)OCC	/	-3%	1%	-8%	-0.1	-6%	0.4	4%
7	NS(=O)(=O)c1ccc(CCNC(=O)CNC(=O)c2ccccc2Br)cc1	6	4%	-9%	0%	1.2	4%	-0.5	9%
8	NC(=O)C1c2ccccc2Oc2ccccc21	2	2%	-13%	-5%	-0.6	-4%	1.1	5%
9	Cc1ccc(NC(=O)C2CCCN(C(=O)Nc3ccc(F)cc3)C2)cc1 (stereo unspecified)	4	-10%	3%	2%	-1.2	3%	-2.3	-6%
10	N=c1c(C(=O)NCCN2CCOCC2)cc2c(=O)n3ccccc3nc2n1Cc1ccc(F)cc1	1	13%	12%	-6%	-3.2	-5%	1.7	-1%
11	COc1ccc2[nH]c(=O)c(CN(Cc3cccs3)Cc3nnnn3C(C)(C)C)cc2c1	/	14%	?	-13%	-2.3	-11%	-1.7	0%
12	CCn1cc(Br)c(C(=O)Nc2sc3c(c2C(N)=O)CCCC3)n1	-8	-1%	-5%	-6%	2.0	-16%	-1.4	12%
13	COc1ccc(N(CC(=O)NC2CCCC2)C(=O)Cn2nnc(-c3ccc(C)cc3)n2)cc1	/	19%	16%	?	-2.0	-12%	-1.0	12%
14	CC(=O)c1ccc(-n2cc(-c3ccc(C(C)(C)C)cc3)[n+]3c2SCCC3)cc1	3	-2%	12%	-2%	0.2	2%	-1.3	-6%
15	CC(NC(=O)c1cccs1)c1ccc(Cl)cc1 (stereo unspecified)	2	8%	-4%	-4%	-0.4	-10%	0.2	8%
16	CC(=O)c1ccc(N2CCN(C(=O)c3ccc(C(=O)c4ccccc4)cc3)CC2)cc1	4	8%	17%	2%	0.6	0%	0.2	6%
17	CCN(CC)S(=O)(=O)c1ccc(OC)c(NC(=O)Cn2cnc3c2c(=O)n(C)c(=O)n3C)c1	-7	-9%	-17%	-10%	-0.5	-2%	3.5	9%
18	COc1ccc(CCN=C2SCC(=O)N2Cc2ccccc2)cc1OC	4	-3%	?	-6%	-0.8	-7%	1.4	9%
19	COc1ccc(C2C(C#N)=C(N)N(c3cccnc3)C3=C2C(=O)CC(C)(C)C3)cc1OC (stereo unspecified)	2	-9%	13%	-19%	0.2	-9%	3.4	0%
20	O=C1C2C3C=CC(C3)C2C(=O)N1c1cccc(-c2nc3ccccc3o2)c1 (stereo unspecified)	8	11%	-6%	18%	0.2	2%	2.1	9%[15.6 µM]
21	Cc1cc(OCC(=O)N2CCC(O)CC2)c2c(C)cc(=O)oc2c1	10	7%	11%	-8%	0.9	-3%	-1.0	6%
22	C[C@H](CO)N1C[C@H](C)[C@H](CN(C)C(=O)N[C@H](C)c2ccccc2)OCc2ccccc2-c2c(n(C)c3ccccc23)C1=O	2	-12%	-13%	-9%	-3.2	5%	-1.8	11%
23	O=C1CCCc2oc3c(c21)CCCC3	-2	-6%	26%	0%	3.1	-4%	0.8	-2%
24	COc1ccc(N2CCN(CC(=O)NC(=O)NC(C)(C)C)CC2)cc1	2	-8%	2%	5%	-0.9	0%	-4.0	5%
25	COc1ccc(CNC(=O)C(=O)NCC2OCCN2S(=O)(=O)c2ccc(OC)cc2)cc1 (stereo unspecified)	-1	-15%	0%	6%	0.0	0%	-2.6	2%
26	Cc1ccc(/C=N/NC(=O)CNC(=O)c2ccc(S(=O)(=O)N3CCCC3)cc2)o1	-2	-6%	-14%	-2%	-3.1	10%	-2.9	1%
27	CCN(CC)S(=O)(=O)c1ccc(C(=O)N2CCCCC2)cc1	1	2%	0%	-3%	2.4	1%	0.4	4%
28	CCN(CC)c1ccc(/C=N/Nc2nc(C)cc(C)n2)cc1	-3	2%	11%	3%	-0.2	2%	-9.3	5%
29	O=c1[nH]ncc(N2CCN(Cc3ccccc3)CC2)c1Cl	13	4%	1%	-14%	0.1	4%[57.1 µM]	-1.1	12%
30	CCO[C@@H]1OC(C(=O)NC2CC2)=C[C@H](c2coc3ccccc3c2=O)[C@H]1CCCO	2	-12%	8%	0%	-0.3	8%	0.9	-1%
31	CCOC(=O)C1=C(CC)OC(N)=C(C#N)C1c1ccc(OC)c(C)c1OC (stereo unspecified)	2	-3%	-10%	-2%	-0.9	-11%	1.4	7%
32	COc1ccc(N=Cc2cccc(C)c2O)cc1Cl	18	1%	-16%	-1%	13	0%	-1.5	20%
33	COc1ccc(S(=O)(=O)Nc2ccccc2C(=O)NCc2ccco2)cc1Br	-19	17%	-13%	?	-0.1	-35%[57.1 µM]	-2.1	18%
34	C/C(=N/NC(=O)c1ccc2nc[nH]c2c1)c1cccs1	-6	4%	-2%	-11%	0.4	-20%	-2.9	-1%
35	CCOc1ccc(C2NC(=O)c3n[nH]c(C)c32)cc1 (stereo unspecified)	0	-6%	3%	-10%	2.9	5%	-3.6	20%
36	NS(=O)(=O)c1cccc(NS(=O)(=O)c2ccc(/C=C/C(=O)OCC(=O)c3ccccc3)cc2)c1	-23	11%	-16%	-2%	-0.2	-9%[57.1 µM]	1.2	6%
37	COc1cccc(CC(=O)OCC(=O)NC2(C#N)CCCCC2)c1	3	7%	5%	-4%	-0.3	8%	-0.3	-1%
38	CC(C)(C)NC(=O)C(c1ccccc1)n1c(=O)c(-c2ccccc2)nc2ccccc21 (stereo unspecified)	6	3%	-4%	0%	-0.7	-6%	/	7%
39	COc1ccc(NCCNc2ccc(OC)cc2)cc1	/	4%	30%	-3%	-0.9	-11%	1.2	3%
40	CCn1c(=O)c(C(=O)CN2CCCc3ccccc32)c(N)n(Cc2ccccc2)c1=O	/	7%	5%	-1%	2.5	-10%	1.5	23%
41	CN(C)S(=O)(=O)n1cc(/C=C(\NC(=O)c2ccccc2Cl)C(=O)NCCCN2CCOCC2)c2ccccc21	2	0%	23%	-10%	-4.4	-2%	0.1	-3%
42	CC12CCC(C(=O)NCCCN3CCOCC3)(C(Br)C1=O)C2(C)C (stereo unspecified)	7	0%	-29%	-15%	-2.5	2%	-0.5	14%
43	COc1ccc(CC(N)c2csc(NC(=O)NC(c3ccccc3)c3ccccc3)n2)cc1 (stereo unspecified)	-3	3%	-12%	-4%	-0.7	-5%	-1.7	8%
44	CCCCOc1ccc(C(=O)Nc2ccc3c(c2)OCO3)cc1	3	12%	-3%	-4%	-0.4	-2%	-1.2	2%
45	CN1CCN(C(=O)CSc2nnc(COc3ccccc3)o2)CC1	0	-1%	1%	?	-0.1	-9%	-3.3	1%
46	COc1ccc(-c2[nH]nc3c2C(c2ccncc2)C(C#N)=C(N)O3)cc1 (stereo unspecified)	-22	1%	10%	-28%	-2.8	-11%	-0.5	-1%
47	O=C(CSc1nc2ccccc2c(=O)[nH]1)Nc1ccccc1O	0	11%	-17%	-7%	-0.2	7%[57.1 µM]	-1.6	?
48	O=c1nc(N2CCCCCC2)nc(N2CCCCCC2)[nH]1	-1	1%	3%	-7%	-1.3	0%	2.0	8%
49	CC(C)OC(=O)c1c(NC(=O)c2ccco2)sc2c1CCCCC2	0	-2%	-9%	?	0.0	-11%	-2.4	-4%

# Structural class: those above containing an NH in an aromatic ring
item	smiles	PI5P4K alpha inh	EPAC1 ag	EPAC1 antagonist	PLK1 PBD block	IL-2 act	WRN inhibitor	CCT modulator	EPAC2 ag
11	COc1ccc2[nH]c(=O)c(CN(Cc3cccs3)Cc3nnnn3C(C)(C)C)cc2c1	/	14%	?	-13%	-2.3	-11%	-1.7	0%
29	O=c1[nH]ncc(N2CCN(Cc3ccccc3)CC2)c1Cl	13	4%	1%	-14%	0.1	4%[57.1 µM]	-1.1	12%
34	C/C(=N/NC(=O)c1ccc2nc[nH]c2c1)c1cccs1	-6	4%	-2%	-11%	0.4	-20%	-2.9	-1%
35	CCOc1ccc(C2NC(=O)c3n[nH]c(C)c32)cc1 (stereo unspecified)	0	-6%	3%	-10%	2.9	5%	-3.6	20%
46	COc1ccc(-c2[nH]nc3c2C(c2ccncc2)C(C#N)=C(N)O3)cc1 (stereo unspecified)	-22	1%	10%	-28%	-2.8	-11%	-0.5	-1%
47	O=C(CSc1nc2ccccc2c(=O)[nH]1)Nc1ccccc1O	0	11%	-17%	-7%	-0.2	7%[57.1 µM]	-1.6	?
48	O=c1nc(N2CCCCCC2)nc(N2CCCCCC2)[nH]1	-1	1%	3%	-7%	-1.3	0%	2.0	8%

# Profiles, quoted from the list. Values in the order: PI5P4K alpha inh, EPAC1 ag, EPAC1 antagonist, PLK1 PBD block, IL-2 act, WRN inhibitor, CCT modulator, EPAC2 ag
# `CC(C)OC(=O)c1c(NC(=O)c2ccco2)sc2c1CCCCC2` is entered as 0, -2%, -9%, ?, 0.0, -11%, -2.4, -4%
# `O=c1nc(N2CCCCCC2)nc(N2CCCCCC2)[nH]1` is entered as -1, 1%, 3%, -7%, -1.3, 0%, 2.0, 8%
